CF NFkB block – cystic fibrosis NF-kB activation inhibition | inhibition, % at 5 µM | KKLEB NF-kB-GFP reporter, PAF-induced, GFP fluorescence overnight | AID 588850 | 360,000 tested, 0.86% active;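 active = at least 50% inhibition at 5 µM, scaled per plate between neutral and stimulator controls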;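 note: PAF is a Pseudomonas aeruginosa culture filtrate used as stimulus; plate controls were PAF-stimulated DMSO wells for no effect and unstimulated DMSO wells for full effect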
TRPM1 prom inh – inhibitors of MITF-driven TRPM1 promoter in melanoma cells. 330,000 tested, 0.83% active. inhibition, % at 12.5 µM. SK-MEL-5 TRPM1 promoter luciferase, 24 h;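 active = mean inhibition across replicates of 60% or more, whatever share of single replicates reaches that level; inconclusive = some that reach 60%, reason not given; inactive = mean inhibition across replicates below 60%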; note: values of inactives mirror those of a sister screen read the other way
HIF-2a block – HIF-2a inhibition; 360,000 tested, 0.72% active; AID 624352; 786-0 RCC cells HIF-2a reporter, luciferase luminescence, overnight; inhibition, % at 18.8 µM;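 active = inhibition of the luminescence signal of 40% or more relative to plate controls, in a single-dose primary screen at 18.75 µM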
NR2E3 ag-1 – NR2E3 (human) agonism. Q9Y5X4. GST-NR2E3/biotin-RetCOR TR-FRET, 1536-well. inhibition of corepressor binding, % at 4.78 µM. 320,000 tested, 0.12% active. AID 2300;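 active = percent inhibition above the cutoff of mean plus 3 SD of all tested compounds, set per screening campaign, cut at about 20% in these data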;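 note: 0% = DMSO wells and 100% = biotin wells as full block of FRET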
Target sequence (Q9Y5X4 whole entry, looked up): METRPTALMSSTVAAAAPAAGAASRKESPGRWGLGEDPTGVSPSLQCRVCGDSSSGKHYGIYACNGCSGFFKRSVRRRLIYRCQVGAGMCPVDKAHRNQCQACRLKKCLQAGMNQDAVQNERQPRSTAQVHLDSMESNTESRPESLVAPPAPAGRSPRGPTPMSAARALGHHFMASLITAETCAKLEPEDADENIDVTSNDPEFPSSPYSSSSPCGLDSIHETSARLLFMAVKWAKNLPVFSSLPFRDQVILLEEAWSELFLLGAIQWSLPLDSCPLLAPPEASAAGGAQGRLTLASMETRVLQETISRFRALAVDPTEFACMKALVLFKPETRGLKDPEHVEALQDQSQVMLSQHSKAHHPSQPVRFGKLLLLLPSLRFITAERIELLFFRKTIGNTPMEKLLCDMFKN
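Format: 1536-well format; test system: GST-NR2E3 and biotin-RetCOR proteins; read-out basis: percent inhibition of TR-FRET ratio; timing: 5 h incubation at 4 °C; detection: time-resolved FRET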
Peg3 promoter – inhibitors of Peg3 promoter. HeLa PEG-Prom luciferase reporter, luminescence, overnight. inhibition, % at 20 µM. 360,000 tested, 1.7% active;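 active = inhibition of at least 50% at 20 µM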
Vif imaging – blocks HIV Vif function. inhibition, % at 7.49 µM. HEK293T cells, Vif self-association by quenched fluorescence, imaging, 24 h. 340,000 tested, 0.35% active; in the data active = inhibition above about 50%, passing the limit was not always enough; inconclusive = no clear call, values can overlap the other calls; inactive = below about 31%; note: some results filed as inactive read as strong as hits
NR2E3 ag-2 – agonists of human NR2E3 nuclear receptor. 360,000 tested, 0.35% active. AID 602229. CHO-S Gal4-NCOR/VP16-NR2E3 two-hybrid, luciferase. inhibition of corepressor binding, % at 3.98 µM. Q9Y5X4;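 active = inhibition above the mean of all tested compounds plus 3 SD, cut at about 70% in these data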;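 note: 0% = DMSO with NR2E3 transfected cells and 100% = cells lacking NR2E3 construct; higher means lower luciferase signal from less NR2E3 corepressor binding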
PDI turbidity – PDI (human) enzyme inhibition. inhibition, % at 10 µM. PDI insulin aggregation turbidity, A650, 90 min. 350,000 tested, 0.052% active. AID 588391;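 active = mean inhibition across replicates of 30% or more, whatever share of single replicates reach that level; inconclusive = mean inhibition below 30% while every single replicate reaches 30%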;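 note: absorbance from insulin aggregation driven by PDI reduction with DTT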
Target sequence (P07237 whole entry, looked up): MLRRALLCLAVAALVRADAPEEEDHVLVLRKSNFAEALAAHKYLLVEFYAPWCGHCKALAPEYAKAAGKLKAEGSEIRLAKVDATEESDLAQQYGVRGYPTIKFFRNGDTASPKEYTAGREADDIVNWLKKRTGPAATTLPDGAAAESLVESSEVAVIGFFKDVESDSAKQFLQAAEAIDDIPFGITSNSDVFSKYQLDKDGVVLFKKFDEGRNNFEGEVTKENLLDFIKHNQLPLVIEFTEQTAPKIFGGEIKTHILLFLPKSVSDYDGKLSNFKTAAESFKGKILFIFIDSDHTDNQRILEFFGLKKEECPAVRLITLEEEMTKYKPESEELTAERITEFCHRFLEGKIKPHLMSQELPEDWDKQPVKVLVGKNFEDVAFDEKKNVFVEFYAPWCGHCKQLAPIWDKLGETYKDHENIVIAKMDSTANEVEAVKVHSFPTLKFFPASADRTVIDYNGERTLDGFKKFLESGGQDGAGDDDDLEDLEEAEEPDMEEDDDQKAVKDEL
KKLEB tox – CF airway cell cytotoxicity counter-screen | KKLEB CF airway cells viability, ATPlite luminescence, overnight; hits give low values; cells stimulated with P. aeruginosa culture filtrate | activity change (cytotoxicity), % at 5 µM | 360,000 tested, 0.36% active | AID 602141;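 active = corrected activity change at or below -50% at 5 µM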
Shn3 inh set2 – Schnurri-3 reporter inhibition in Clone20 osteoblasts; Clone20 osteoblast Shn3 3'UTR firefly luciferase, 24 h; inhibition, % at 12.5 µM; 360,000 tested, 0.52% active;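 active = mean inhibition of at least 75% with every replicate also reaching 75%; inconclusive = mean inhibition at least 75% but some replicate below; inactive = mean inhibition below 75%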;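 note: 0% = median of neutral control wells and 100% = pilot-screen positive control compound; some compounds past the cut are filed as inactive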
CaV13 FRET inh – Disruptors of the CACNA1D IQ motif to Ca2+-dependent inactivation inhibitor domain association, primary screening, Förster resonance energy transfer in intact living … | HEK cells, CFP/YFP FRET ICDI-IQ, plate reader, 10 min; percent FRET-ratio fall versus neutral wells | inhibition, % at 12.3 µM | 340,000 tested, 0.098% active;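 active = mean replicate inhibition of at least 30% and at least 1% of replicates passing that level; inconclusive = only one of the two criteria is met; inactive = neither criterion is met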;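 note: 0% = median of the neutral control wells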
The depositor's hits bear a star; ? = inconclusive; nt = not tested or not shown.

SMILES | CF NFkB block | TRPM1 prom inh | HIF-2a block | NR2E3 ag-1 | Peg3 promoter | Vif imaging | NR2E3 ag-2 | PDI turbidity | KKLEB tox | Shn3 inh set2 | CaV13 FRET inh
Cc1cccc(COC(=O)C(Cc2ccccc2)NC(N)=O)c1 (configuration not stated) | 20 | 10 | 2 | -1 | 1 | -1 | -5 | 8 | -5 | -16 | -2
O=C(Nc1ccccc1O)c1ccc([N+](=O)[O-])cc1 | -15 | -16 | -157 | 3 | -37 | 3 | -13 | -1 | 10 | -8 | -20
COc1ccc(Cl)cc1NC(=O)CSc1nc(N2CCCCC2)nc(N2CCCCC2)n1 | 6 | 7 | 16 | -1 | 27 | 2 | 2 | 7 | -6 | 3 | -6
CC(=O)N1c2ccc(S(=O)(=O)N3CCC(C(=O)NC4CCCC(C)C4C)CC3)cc2CC1C (configuration not stated) | 17 | 12 | 13 | 2 | 14 | -4 | 6 | 13 | -10 | 4 | -6
Cc1cc(C(=O)NCC2CCCCC2)ccc1[N+](=O)[O-] | -12 | -21 | -149 | 2 | -106 | 3 | -38 | -3 | 0 | -27 | -3
O=C(CN(C(=O)CNC(=O)c1cccs1)c1cccc(F)c1)NC1CCCC1 | 1 | nt | 9 | 2 | -1 | -2 | 2 | -3 | -10 | 7 | -3
CC(C)(C)OC(=O)NCCCCCNC(=O)c1nc[nH]c1C(=O)NCCCCCNC(=O)OC(C)(C)C | 19 | 54 | -1 | nt | 64* | -14 | 44 | 7 | -25 | 44 | -4
Cc1c(C(=O)Nc2ccc3oc(-c4cccnc4)nc3c2)oc2ccccc12 | -8 | 40 | -27 | -32 | 19 | -6 | -32 | 1 | -3 | 19 | -5
Cc1ccc(NC(=O)C2CCN(c3ncnc4c3nc3n4CCCCC3)CC2)nc1 | 1 | 18 | 1 | -3 | -14 | -4 | -22 | 4 | 5 | 77 | -5
CN1C(=O)NC(c2ccc(O)cc2)C2=C1CN(c1cccc3ccccc13)C2=O (configuration not stated) | -2 | 4 | 12 | 0 | 2 | 5 | -13 | -1 | 9 | -1 | -5
N#Cc1ccccc1OCC(=O)NC(N)=O | -8 | 14 | 2 | -5 | 8 | -26 | -7 | 19 | -1 | 3 | 1
CCC1CCCCN1C(=O)c1ccc(OC2CCN(C(=O)C3CC3)CC2)cc1 (configuration not stated) | 4 | 8 | -29 | 4 | -9 | 12 | -4 | 3 | -3 | 71 | -4
CN(Cc1cccs1)C(=O)CCc1ccc(S(=O)(=O)N2CCOCC2)cc1 | -4 | -8 | 11 | 0 | 6 | 19 | -7 | 3 | 3 | 15 | -3
COc1ccccc1-c1ccc(SCc2ccc([N+](=O)[O-])cc2)nn1 | 0 | -10 | -53 | -2 | -14 | -2 | -21 | -3 | 3 | 8 | 4
COc1ccc2nc(CC(C)(C)CC(=O)O)c[n+]([O-])c2c1 | 4 | 6 | 1 | -5 | 14 | 4 | -14 | 4 | 0 | -11 | nt
CCCCn1c(N)c(N(CCOC)C(=O)Cn2c(=O)oc3ccccc32)c(=O)[nH]c1=O | -15 | 7 | 14 | 2 | 7 | nt | 14 | 5 | 0 | -12 | -6
CCN(CC)C(=O)CSc1nc2ccccc2c(=O)[nH]1 | -4 | 11 | 8 | 2 | 11 | 1 | -18 | 3 | 5 | -1 | nt
C/C(=N/NS(=O)(=O)c1ccccc1)c1ccc(Cl)cc1 | 8 | 13 | 1 | -2 | 16 | 10 | -9 | 4 | -1 | -9 | -4
CCN1C(=O)[C@H]2[C@@H](c3ccccc3)N[C@]3(CCCN(Cc4ccccc4)C3=O)[C@H]2C1=O | 6 | nt | -6 | nt | -15 | 8 | -37 | 2 | -13 | -11 | -10
CC(C)(C)c1ccc(C(=O)NCC(=O)OCC(=O)N2CCCC2)cc1 | 5 | -1 | 4 | 7 | -5 | 9 | 0 | 5 | -4 | -20 | -2
COc1ccc(C)cc1NC(=O)Nc1cccc(C)c1 | -3 | -8 | -58 | 0 | -36 | -1 | -3 | 2 | 2 | 4 | -3
Clc1ccc(-c2csc(N/N=C\c3cccnc3)n2)cc1 | -8 | -31 | -163 | 1 | -138 | -1 | -25 | -1 | 3 | -14 | -15
CCCCCn1c(NCc2ccco2)nc2ccccc21 | 15 | -4 | 9 | 1 | 5 | -4 | -17 | -3 | -6 | 0 | -5
O=C(Nc1cccc([N+](=O)[O-])c1)c1ccc2c(c1)OCO2 | -17 | -31 | -207 | 1 | -219 | 3 | -84 | 12 | 2 | -17 | -10
COc1ccc(S(=O)(=O)NC2CCCC2)c(Cl)c1Cl | -12 | 5 | 0 | 3 | 23 | nt | 26 | 1 | 9 | -22 | -3
CC(NC(=O)[C@H](Cc1c[nH]c2ccccc12)NC(=O)[C@@H]1Cc2ccccc2CN1)c1ccccc1 (some centres not stated) | -1 | -8 | 6 | 0 | -3 | 6 | -34 | nt | 14 | 5 | nt
O=C(Nc1nc2ccc(F)cc2s1)C1=COCCO1 | -40 | 19 | 18 | 3 | -29 | -20 | -70 | -11 | 3 | -23 | -16
CC12CN3CC(=O)N4CC5(C)CN(CC(C)(C4)C5=O)C(=O)CN(C1)CC(C)(C3)C2=O | -2 | -9 | 0 | 2 | 12 | nt | -8 | 1 | 11 | -43 | -8
S=C1N(c2ccccc2)C(c2ccc(Cl)cc2)N2CCCN12 (configuration not stated) | -4 | 3 | 12 | -4 | 9 | nt | -4 | 2 | -3 | -20 | -3
O=C(NCCOc1ccc(F)cc1)C1CCC(=O)N(CC2CCCCC2)C1 (configuration not stated) | -11 | 6 | 4 | 0 | 7 | 5 | 9 | 3 | -5 | 7 | -2
O=C(CS(=O)(=O)c1ccc(Cl)cc1)NCCS(=O)(=O)c1ccc(Cl)cc1 | -8 | 9 | 9 | 5 | -2 | -5 | 10 | 3 | 3 | 5 | -3
CC(C)=CC(=O)OCC(=O)NC1CCCc2ccccc21 (configuration not stated) | -9 | -5 | 3 | 2 | 6 | ? | -5 | -2 | -13 | -9 | -4
CCC(C)NC(=O)c1cn(CC)c2ccc(S(=O)(=O)N(C)C)cc2c1=O (configuration not stated) | -20 | -8 | 1 | 0 | 12 | -6 | -8 | nt | 8 | -3 | -5
CN(C)C(=O)c1cccc(-c2cnc3c(NC=O)cc(-c4cccc(F)c4)cn23)c1 | -11 | nt | 0 | nt | 15 | -7 | -2 | 6 | -2 | 11 | -12
Cc1cc(=O)[nH]c(SCC2(O)C3CC4CC(C3)CC2C4)n1 (configuration not stated) | 1 | -2 | 9 | -3 | -3 | 0 | -16 | -2 | -7 | -14 | 0
Clc1ccc2oc(-c3ccccc3)cc(=NCCCN3CCOCC3)c2c1 | -54 | -96 | -345 | nt | -132 | 7 | -101 | 7 | 1 | -55 | -4
COc1ccc(C2=NN(C(=O)CSc3nc(=O)n4cc(C)ccc4n3)C(c3ccc(C)cc3)C2)cc1 (configuration not stated) | 7 | -6 | -12 | -5 | -1 | 11 | -11 | 1 | -7 | 16 | -5
Cc1cccc(-c2nnc(SCc3ccc(C#N)cc3)n2Cc2ccco2)c1 | -7 | 13 | 19 | 0 | 19 | -1 | -35 | 2 | 4 | 0 | -3
COc1ccccc1CNC(=O)c1ccc(Cl)c(NC2=NC3CS(=O)(=O)CC3S2)c1 (configuration not stated) | 6 | nt | 13 | 0 | 8 | 60* | -8 | nt | 14 | -14 | -8
CCc1sc(C(=O)Nc2nc(-c3ccccn3)cs2)cc1C | -15 | 21 | -156 | nt | -36 | 2 | 41 | 2 | -7 | 18 | nt
COC(=O)c1cc(NC(=S)NC(=O)c2ccccc2)ccc1N1CCOCC1 | 5 | -6 | 2 | 0 | 14 | 4 | -40 | -1 | -14 | 19 | -2
CCC(=O)c1cn(CC(=O)Nc2ccccc2F)c2ccccc12 | -18 | 3 | 16 | 2 | 5 | 16 | 19 | 6 | 5 | 37 | -6
N#Cc1cc2c(nc1Cl)CCCC2 | 2 | -3 | -9 | 3 | 8 | -2 | -6 | -3 | -4 | -7 | -4
Cc1cc(S(=O)(=O)NC2CCCCC2)ccc1OCC(=O)N1CCOCC1 | -5 | -5 | -3 | 1 | 9 | 7 | -21 | -2 | -9 | -6 | -5

Structural class: the compounds so far with a Cl atom
SMILES | CF NFkB block | TRPM1 prom inh | HIF-2a block | NR2E3 ag-1 | Peg3 promoter | Vif imaging | NR2E3 ag-2 | PDI turbidity | KKLEB tox | Shn3 inh set2 | CaV13 FRET inh
COc1ccc(Cl)cc1NC(=O)CSc1nc(N2CCCCC2)nc(N2CCCCC2)n1 | 6 | 7 | 16 | -1 | 27 | 2 | 2 | 7 | -6 | 3 | -6
C/C(=N/NS(=O)(=O)c1ccccc1)c1ccc(Cl)cc1 | 8 | 13 | 1 | -2 | 16 | 10 | -9 | 4 | -1 | -9 | -4
Clc1ccc(-c2csc(N/N=C\c3cccnc3)n2)cc1 | -8 | -31 | -163 | 1 | -138 | -1 | -25 | -1 | 3 | -14 | -15
COc1ccc(S(=O)(=O)NC2CCCC2)c(Cl)c1Cl | -12 | 5 | 0 | 3 | 23 | nt | 26 | 1 | 9 | -22 | -3
S=C1N(c2ccccc2)C(c2ccc(Cl)cc2)N2CCCN12 (configuration not stated) | -4 | 3 | 12 | -4 | 9 | nt | -4 | 2 | -3 | -20 | -3
O=C(CS(=O)(=O)c1ccc(Cl)cc1)NCCS(=O)(=O)c1ccc(Cl)cc1 | -8 | 9 | 9 | 5 | -2 | -5 | 10 | 3 | 3 | 5 | -3
Clc1ccc2oc(-c3ccccc3)cc(=NCCCN3CCOCC3)c2c1 | -54 | -96 | -345 | nt | -132 | 7 | -101 | 7 | 1 | -55 | -4
COc1ccccc1CNC(=O)c1ccc(Cl)c(NC2=NC3CS(=O)(=O)CC3S2)c1 (configuration not stated) | 6 | nt | 13 | 0 | 8 | 60* | -8 | nt | 14 | -14 | -8
N#Cc1cc2c(nc1Cl)CCCC2 | 2 | -3 | -9 | 3 | 8 | -2 | -6 | -3 | -4 | -7 | -4

Screening data: PubChem, several laboratories

Rows are unselected; 3.3% or so of the library scored in one or more.
